Screening data deposited in PubChem by Sanford-Burnham Center for Chemical Genomics.
APJ ag – agonists of human APJ apelin receptor; P35414; CHO-K1 APJ PathHunter beta-arrestin, luminescence; 0% DMSO wells, 100% apelin; activation, % at 20 µM; hit rate 0.11% among 330,000; AID 2520;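 active means activation more than six SD over the plate average, tested at 20 µM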;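 further: 0% = DMSO alone and 100% = apelin-13 at 10 nM; some results filed as inactive read as strong as hits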
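Material: CHO-K1 APJ beta-arrestin complementation cell line; Input: cell density 1000 per well; Incubation: compound stimulation 90 min at 25 °C, detection 60 min; Signal: luminescence from split beta-galactosidase complementation, Galacton Star/Emerald II substrate; Controls: DMSO-only wells as negative, 10 nM Apelin-13 as positive control.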
NALP3 yeast inh – NALP3 inhibition in yeast; Yeast reconstituted NLRP3/ASC/caspase-1, beta-gal luminescence, 24 h; inhibition, % at 10 µM; hit rate 0.39% among 330,000;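 active means inhibition of 50% or more; inactive means inhibition below 50%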;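 further: plate controls were induced DMSO wells for no effect and uninduced yeast grown without galactose for full effect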
NR3A LBD binder – modulators (binders) of human NR3A ligand-binding domain. NR3A LBD differential scanning fluorimetry, Tm shift; 0% = protein alone, 100% = glycine-bound protein. Tm shift relative to glycine control, % at 25 µM. hit rate 2.5% among 340,000;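 active means melting temperature shift of at least 10% of the positive control shift, at one fixed dose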
Mdm2-MdmX inh – inhibitors of human Mdm2/MdmX interaction. inhibition, % at 8 µM. O15151+Q00987. SaOS-2 split-luciferase Mdm2/MdmX complementation, luminescence. hit rate 3% among 330,000;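 active means inhibition of at least 50% at 8 µM in the primary screen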
Target sequence (O15151 whole entry, looked up): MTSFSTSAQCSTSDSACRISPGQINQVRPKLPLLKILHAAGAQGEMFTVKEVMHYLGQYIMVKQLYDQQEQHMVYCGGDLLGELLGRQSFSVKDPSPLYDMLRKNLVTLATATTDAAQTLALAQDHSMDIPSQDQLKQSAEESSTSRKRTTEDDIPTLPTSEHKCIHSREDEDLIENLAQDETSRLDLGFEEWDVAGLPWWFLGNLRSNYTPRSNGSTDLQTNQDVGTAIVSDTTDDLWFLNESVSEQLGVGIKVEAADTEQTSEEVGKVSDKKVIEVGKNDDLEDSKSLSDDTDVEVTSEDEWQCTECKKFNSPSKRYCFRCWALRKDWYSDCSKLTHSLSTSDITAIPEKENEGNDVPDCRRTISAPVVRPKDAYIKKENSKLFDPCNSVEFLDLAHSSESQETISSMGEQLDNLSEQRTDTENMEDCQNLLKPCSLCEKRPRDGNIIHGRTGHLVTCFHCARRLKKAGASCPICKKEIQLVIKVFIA
Target sequence (Q00987 whole entry, looked up): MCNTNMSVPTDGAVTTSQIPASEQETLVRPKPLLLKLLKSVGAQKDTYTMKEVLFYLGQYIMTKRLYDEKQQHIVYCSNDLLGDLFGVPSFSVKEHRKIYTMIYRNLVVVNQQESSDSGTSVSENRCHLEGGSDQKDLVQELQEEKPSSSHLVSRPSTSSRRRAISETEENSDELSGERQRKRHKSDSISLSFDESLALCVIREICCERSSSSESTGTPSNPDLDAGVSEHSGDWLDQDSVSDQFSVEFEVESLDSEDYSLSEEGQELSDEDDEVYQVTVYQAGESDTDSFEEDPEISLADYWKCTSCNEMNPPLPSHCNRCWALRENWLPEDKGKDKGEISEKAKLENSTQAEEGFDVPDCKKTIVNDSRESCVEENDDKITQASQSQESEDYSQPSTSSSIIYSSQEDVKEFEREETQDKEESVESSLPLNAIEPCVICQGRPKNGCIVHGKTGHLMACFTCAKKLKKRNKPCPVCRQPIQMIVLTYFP
XBP1 UPR activ – activators of adaptive arm of unfolded protein response (XBP1). hit rate 0.33% among 330,000. activation, % at 20 µM. CHO-XBP1 luciferase reporter, IRE1-XBP1 UPR activation, luminescence; percent of tunicamycin response, DMSO as zero;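 active means versus positive control, 20 µM dose yields 30% or more activation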;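 further: 100% = tunicamycin at 10 µg/mL and 0% = DMSO only wells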
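assay system = CHO-XBP1 luciferase reporter cells | amount = 1000 cells/well | buffer or medium = F12 plus 10% FBS | compound dosing = single point, 20 µM final compound, 1% DMSO | incubation = 16-18 h cell attachment at 37 °C, then 6 h compound exposure | detection = Steady-Glo luminescence read | controls = tunicamycin 10 µg/mL and vehicle-only wells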
tim10-1 inh – inhibits growth of tim10-1 mutant yeast; S. cerevisiae tim10-1 ts strain growth, BacTiter-Glo, 24 h; inhibition, % at 20 µM; hit rate 2.2% among 330,000; AID 463190;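 active means inhibition of at least 40%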;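 further: mutant grown at 25 °C; 0% = DMSO wells with yeast and 100% = wells holding no yeast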
TIM10 inh – TIM10 yeast growth inhibition; S. cerevisiae TIM10 strain growth, BacTiter-Glo luminescence, 24 h; inhibition, % at 10 µM; hit rate 1.4% among 330,000; AID 463195;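 active means inhibition of 40% or more at the single tested concentration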;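 further: wild-type TIM10 isogenic control strain grown at permissive 25 °C; 0% = DMSO yeast wells and 100% = minimal medium wells without yeast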
tim23-1 inh – tim23-1 yeast growth inhibition; inhibition, % at 20 µM; S. cerevisiae tim23-1 growth, BacTiter-Glo luminescence, 24 h; hit rate 1.3% among 330,000;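 active means growth inhibition of the mutant yeast at or above 50%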;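 further: temperature-sensitive mutant grown at 25 °C; plate controls were DMSO-treated mutant yeast for no effect and medium wells lacking yeast for full effect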
CHOP UPR activ – activators of apoptotic arm of unfolded protein response (CHOP); CHO-CHOP luciferase reporter, UPR activation, luminescence; percent of tunicamycin response over DMSO baseline; activation, % at 10 µM; hit rate 0.34% among 330,000;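 active means at 10 µM dose, activation of 40% or more, normalized to positive control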;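 further: 100% = tunicamycin at 10 µg/mL and 0% = DMSO alone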
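Dosing – one dose, 10 µM in 0.5% DMSO · System – CHO-CHOP cells, stable luciferase reporter of PERK-eIF2a-CHOP signalling · Input – 500 cells/well · Control set – tunicamycin 10 µg/mL final as positive, DMSO-only wells as negative · Timing – 6 h compound treatment, 37 °C · Measure – % activation vs tunicamycin · Technique – luminescence read with Steady-Glo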
An asterisk follows results filed as active.

Below each compound: Mdm2-MdmX inh | APJ ag | TIM10 inh | tim23-1 inh | CHOP UPR activ | tim10-1 inh | NR3A LBD binder | NALP3 yeast inh | XBP1 UPR activ
O=C(NC1CCN(Cc2ccccc2)CC1)C1CCN(c2nnc(-n3cccc3)s2)CC1
→ 39 | -3 | -4 | 16 | -0.6 | 10 | -2 | 13 | -1
COCCc1nc2ccc(C(=O)N3CCCC(CCCO)C3)cc2o1 (stereo not drawn)
→ 15 | 2 | 8 | -1 | 1.7 | 10 | -3 | 12 | 2
COCc1cc(C)nc(SCC[N+](C)(C)CC(=O)Nc2ccccc2)c1C#N
→ 11 | -1 | -30 | 3 | 0.2 | 8 | 0 | -4 | 2
O=C(Nc1nnc(-c2ccccc2)o1)c1cc(Cl)sc1Cl
→ 9 | -6 | 22 | 12 | -2.3 | 21 | -3 | 5 | -2
CN1CC(c2ccccc2Cl)C2(COc3ccccc3C2=O)C12C(=O)Nc1ccccc12 (stereo not drawn)
→ -12 | -1 | 26 | 39 | -0.2 | 31 | -14 | 8 | -2
CCCN(CCC)Cc1c(C(=O)N/N=C/c2ccco2)nnn1-c1nonc1N
→ -4 | 1 | 14 | 22 | -1.3 | 22 | -2 | 18 | -1
COc1ccc(CCN(C)C2CCCN(C(=O)CCSC)C2)cc1OC (stereo not drawn)
→ 18 | -2 | -4 | -3 | -0.2 | -9 | -4 | 18 | 1
O=C1OCCC1Sc1nc2ccccc2c(=O)n1Cc1ccc(F)cc1 (stereo not drawn)
→ 17 | -1 | 26 | 50* | -0.2 | 33 | -4 | 7 | 1
CCc1cc(=O)n2c([nH]c3ccccc32)c1C#N
→ 5 | -1 | -4 | 10 | -0.7 | 1 | -2 | -10 | 3
Cc1ccc2nc(NC(=O)C3CCN(S(=O)(=O)c4cccs4)CC3)sc2c1
→ 12 | 1 | 31 | 21 | 1.7 | 42* | -1 | -7 | 0
Cc1ccc(-c2nc(=S)c3c(n2Cc2ccco2)CC(C)(C)OC3)cc1
→ -31 | -4 | 18 | 17 | -2.1 | 28 | 4 | 12 | -2
Cc1ccc(S(=O)(=O)c2nc(-c3cccs3)oc2NCCCN(C)C)cc1
→ -4 | -4 | 16 | 5 | 0.9 | 1 | -1 | 11 | -3
O=C(c1ccco1)N1C(=O)c2cccc3c(S(=O)(=O)N4CCCC4)ccc1c23
→ 31 | 1 | 3 | 28 | -0.3 | 22 | 2 | 13 | 2
COc1cccc2sc(Nc3nnc(-c4ccccc4Cl)o3)nc12
→ 65* | -2 | -2 | 4 | 6.0 | 5 | -8 | 0 | 5
O=C(NCCc1cccs1)C1CC1
→ -25 | 1 | -12 | 13 | -1.0 | -13 | -1 | 4 | 0
COc1ccc(-c2nc3c(c4nnc(SC(C)C(=O)Nc5ccccc5)n24)COC(C)(C)C3)cc1 (stereo not drawn)
→ 43 | 0 | 17 | 16 | 1.5 | 17 | -6 | 7 | -3
CSc1nc2c(cc1C#N)CCCCC2
→ -15 | 0 | -9 | 0 | -0.6 | -12 | -2 | 34 | -2
Nc1nnc(-c2cccc([N+](=O)[O-])c2)s1
→ 11 | -1 | -2 | 6 | -2.6 | 25 | 0 | 9 | -2
CCCCCc1c(O)nc(SCCN(CC)CC)[nH]c1=O
→ 23 | -3 | -5 | 8 | 0.7 | 2 | -1 | -3 | -5
Cc1cc(C)cc(NC(=S)NCc2ccc(F)cc2)c1
→ -5 | 4 | 11 | 36 | 1.2 | 24 | -9 | 6 | -1
O=C(CCc1ccccc1)NC1(Cc2ccccc2)CCN(CCCc2ccccc2)C1=O (stereo not drawn)
→ 16 | -2 | 18 | 42 | 3.2 | 26 | 2 | 18 | -5
O=C(COC(=O)c1ccc(Cl)c([N+](=O)[O-])c1)Nc1ccccc1OC(F)F
→ 25 | 2 | -7 | 6 | 1.6 | -26 | -8 | 16 | -3
Cc1c(C(=O)NC(C)CN2CCCCC2)oc2ccccc12 (stereo not drawn)
→ -17 | -3 | -12 | -5 | 2.1 | 8 | -1 | 12 | 0
O=C(CCCc1ccccc1)NCCS(=O)(=O)N1CCN(c2ccc(F)cc2)CC1
→ -1 | -1 | 2 | 2 | 1.1 | -10 | 0 | 7 | -1
COc1ccc(/C=C2\C(=N)N3N=C(CC(=O)N4CCOCC4)SC3=NC2=O)cc1
→ -20 | -5 | 10 | 13 | -3.3 | -2 | 0 | 6 | -5
COc1c(C)c2c(c(O)c1C/C=C(\C)CCC(=O)O)C(=O)OC2
→ 97* | -2 | -1 | -2 | -1.3 | 4 | 1 | 14 | -6
O=C(NCCOc1ccccc1)c1ccccc1NC(=O)C1CCCO1 (stereo not drawn)
→ -35 | -1 | -14 | 5 | 5.7 | 28 | 2 | -5 | 1
CCC(C)(C)NC(=O)C(c1ccc(C)cc1)N(CC1CCCO1)C(=O)CNC(=O)c1cccs1 (stereo not drawn)
→ 5 | -5 | 2 | 18 | -1.3 | 1 | 1 | -5 | -4
COc1ccc(NC(=O)Cn2c(=O)n(Cc3ccco3)c(=O)c3ccccc32)cc1
→ 22 | -8 | -7 | -14 | -0.6 | -3 | 0 | 2 | -1
COc1ccc(/C=N/N(C)C2=NS(=O)(=O)c3ccccc32)cc1
→ 3 | -4 | 15 | 10 | 1.2 | -16 | 0 | -1 | 8
Fc1ccc2cc(-c3ccccc3F)ncc2c1
→ -13 | -2 | -4 | 24 | 4.6 | 16 | -2 | 12 | 3
Cc1ccc(C2=N/C(=C\c3ccc(F)cc3)C(=O)N2)cc1
→ -5 | 0 | 28 | 15 | 4.2 | 16 | -25 | 30 | 6
CC(=O)NCCc1ccc(C(=O)COC(=O)c2cccn2C)cc1
→ 3 | 3 | -3 | 12 | -1.3 | 13 | 1 | 4 | -5
CCCOc1ccc(N2C(=O)CC(SCCc3nc4ccccc4[nH]3)C2=O)cc1 (stereo not drawn)
→ 1 | -1 | 17 | 28 | -1.3 | 16 | -12 | 25 | -3
Cc1ccc(Cl)cc1N1CCN(C(=O)COc2ccc3c(c2)CCC3)CC1
→ -2 | -2 | 1 | -6 | -0.2 | 16 | 2 | -8 | -1
Cc1cc(NC(=O)CCC(=O)N(c2ccc(F)cc2)C2(C(=O)NC3CCCCC3)CCCC2)no1
→ 23 | -1 | -2 | 14 | -1.5 | 6 | 6 | 6 | 1
COc1ccc(C(=O)O)cc1NC(=S)NC(=O)CSc1ccc(Cl)cc1
→ 10 | -2 | 11 | 1 | -2.1 | 9 | 2 | 10 | -6
O=C(CN(C(=O)CNS(=O)(=O)c1ccccc1)c1ccc2c(c1)OCCO2)NCc1ccco1
→ -5 | 1 | -8 | 12 | -0.4 | 2 | -2 | 2 | -1
Cc1cc(=O)oc2cc(OCC3CC(c4ccccc4)=NO3)ccc12 (stereo not drawn)
→ 42 | -6 | 0 | 1 | 1.4 | -3 | 0 | 50 | 4
O=C1CC[C@@H](OCc2ccccc2)CCN1CC[C@H](Sc1ccccc1)c1ccccc1
→ 3 | -6 | 12 | 19 | 0.7 | 26 | 2 | 4 | -3
Cc1cccn2c(=O)c(C=Nc3ccccc3)c(NCCO)nc12
→ 2 | -5 | 5 | -4 | -2.4 | -10 | -1 | 15 | -3
Cc1ccc(S(=O)(=O)N2CCN(C(=O)COC(=O)c3cc(C)oc3C)CC2)cc1
→ 7 | 0 | 11 | 15 | 0.4 | 28 | 0 | 21 | 1
Cc1cc(C)c[n+](C(C)C(=O)c2ccc(-c3ccccc3)cc2)c1 (stereo not drawn)
→ 15 | -4 | -37 | -4 | 1.9 | -1 | 2 | 10 | -3
Cc1cccc(N2CCN(C(=O)CSCc3c(C)noc3C)CC2)c1C
→ 11 | 4 | 6 | 25 | 9.1 | 28 | -1 | 2 | 2
CNC(=S)NCC(O)c1ccc([N+](=O)[O-])cc1 (stereo not drawn)
→ -8 | -4 | 2 | 5 | -0.7 | -3 | 1 | 14 | 1
O=C(NCc1ccccn1)c1cc(-c2ccccc2Cl)nc2ccccc12
→ -3 | -2 | 11 | 32 | 1.2 | 8 | -2 | 2 | -3
CC(CN1CCN(Cc2ccccc2)CC1)OC(=O)c1ccco1 (stereo not drawn)
→ -7 | -4 | 5 | 9 | -0.8 | -15 | 2 | 15 | 0
CC1(C)Oc2ccc3ccc(=O)oc3c2/C(=C/Nc2ccccn2)C1=O
→ 24 | 15 | 35 | 18 | -1.2 | 12 | 15* | 0 | 6
c1ccc2oc(-c3ccc4nc[nH]c4c3)nc2c1
→ -85 | -3 | -4 | 41 | 2.9 | -10 | -12 | 24 | 1
COc1ccc(CCNC(=O)c2cc(=O)[nH]c3ccccc23)cc1
→ 5 | -3 | -6 | -3 | -0.6 | -4 | -1 | -6 | -1
CN(C)C=Nc1nonc1-c1ccccc1
→ 25 | -5 | -22 | 2 | 2.1 | -13 | -1 | 6 | 0
COc1ccc2[nH]c(C)c(CCNC(=S)Nc3cccc(C)c3)c2c1
→ 46 | 0 | 13 | 17 | -0.3 | 21 | -14 | 19 | -2
CCN(Cc1ccccc1)C(=O)C1CCN(c2ncnc3c2nc2n3CCCCC2)CC1
→ 40 | -5 | 8 | 14 | 5.0 | 18 | 2 | 6 | -3
CCOC(=O)C1(Cc2cccc(OC)c2)CCN(Cc2cc(OC)ccc2OC)CC1
→ 0 | 0 | -4 | 4 | -1.2 | 27 | -1 | 23 | -3
Cc1nn2c(=O)c(NC(=O)c3ccc(F)cc3)cnc2s1
→ -18 | -3 | -14 | -7 | 3.3 | -13 | -1 | 10 | -1
Cc1onc(-c2c(F)cccc2Cl)c1C(=O)ONC(=O)c1ccco1
→ 4 | 1 | 2 | 1 | -0.5 | -9 | 2 | 8 | 0
COc1ccc(OC(C)C(=O)N(C)Cc2nc(-c3ccc(C)cc3)no2)cc1 (stereo not drawn)
→ 20 | -1 | 10 | 24 | -0.5 | 15 | -2 | 31 | -6
CCOC(=O)c1cccc(NC(=O)c2ccc(-n3cnnn3)cc2)c1
→ 19 | -3 | -3 | 7 | -0.1 | 7 | 1 | 9 | 0

Three of the compounds above, field by field.
Fc1ccc2cc(-c3ccccc3F)ncc2c1
  Mdm2-MdmX inh: -13
  APJ ag: -2
  TIM10 inh: -4
  tim23-1 inh: 24
  CHOP UPR activ: 4.6
  tim10-1 inh: 16
  NR3A LBD binder: -2
  NALP3 yeast inh: 12
  XBP1 UPR activ: 3
Cc1ccc(C2=N/C(=C\c3ccc(F)cc3)C(=O)N2)cc1
  Mdm2-MdmX inh: -5
  APJ ag: 0
  TIM10 inh: 28
  tim23-1 inh: 15
  CHOP UPR activ: 4.2
  tim10-1 inh: 16
  NR3A LBD binder: -25
  NALP3 yeast inh: 30
  XBP1 UPR activ: 6
CC(=O)NCCc1ccc(C(=O)COC(=O)c2cccn2C)cc1
  Mdm2-MdmX inh: 3
  APJ ag: 3
  TIM10 inh: -3
  tim23-1 inh: 12
  CHOP UPR activ: -1.3
  tim10-1 inh: 13
  NR3A LBD binder: 1
  NALP3 yeast inh: 4
  XBP1 UPR activ: -5
